RXFP1 ag: RXFP1 (human) receptor agonism; HEK293T-RXFP1 cAMP TR-FRET, 30 min; response scale: percent of porcine relaxin response, buffer zero; Potency, µM (doses to about 57.5 µM), without a hit: top-dose activation, usual class: activators; actives 0.3% (n = 370,000); AID 2676; note: potency is the fitted concentration of half-maximal effect; % is set by controls: 0 for no effect and ±100 for the full control effect; nearly all actives have a fitted effect of over 60% in size; many of its hits are not listed in these tables
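HEK293 cells stably expressing RXFP1, treated 30 min at 37C with compounds plus PDE4 inhibitor Ro 20174; cAMP measured by HTRF TR-FRET. Normalized to buffer and 29 nM porcine relaxin; EC50 by Hill fit.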
LDHA block: LDHA (human) enzyme inhibition | P00338 | purified LDHA, NADH/diaphorase-resazurin fluorescence; hits give low values | activity change, % (values are at about 110 or 230 µM) | actives 0.15% (n = 480,000) | AID 1347041; in the data active = activity change below about -30%; inconclusive = mostly about -25% to -30%;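 note: plate controls were DMSO wells for no effect and wells without enzyme for full effect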
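Resorufin fluorescence (ex540/em590), read at 0 and 20 min after diaphorase/resazurin addition, reports the NADH left after a 5 min room-temperature reaction of 2 nM human LDH5 with 0.06 mM NADH and 0.2 mM pyruvate.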
Glioma ERSR ind: inducers of ER stress response in human glioma cells | U87-MG GRP78 promoter luciferase reporter, 16 h | Potency, µM, for the others: at the top dose activation, actives largely listed as activators | actives 0.02% (n = 420,000) | AID 602332; note: potency is the fitted concentration of half-maximal effect; series mostly up to about 76 µM; % of control where 0% means no effect; nearly all actives have a fitted effect of over 35% in size
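Stably transfected U87-MG glioma cells carrying a GRP78-based luciferase sensor; 16 h compound incubation. Luminescence end-point read 10 min after Bright-Glo addition at room temperature.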
D1 agonist: human D1 receptor agonism. P21728. HEK293 T-REx D1 cells, calcium flux, agonist mode. activation, % at 2 µM. actives 1% (n = 360,000). AID 504660; in the data active = activation above about 30%; note: 0% is about no effect
Target sequence (P21728 whole entry, looked up): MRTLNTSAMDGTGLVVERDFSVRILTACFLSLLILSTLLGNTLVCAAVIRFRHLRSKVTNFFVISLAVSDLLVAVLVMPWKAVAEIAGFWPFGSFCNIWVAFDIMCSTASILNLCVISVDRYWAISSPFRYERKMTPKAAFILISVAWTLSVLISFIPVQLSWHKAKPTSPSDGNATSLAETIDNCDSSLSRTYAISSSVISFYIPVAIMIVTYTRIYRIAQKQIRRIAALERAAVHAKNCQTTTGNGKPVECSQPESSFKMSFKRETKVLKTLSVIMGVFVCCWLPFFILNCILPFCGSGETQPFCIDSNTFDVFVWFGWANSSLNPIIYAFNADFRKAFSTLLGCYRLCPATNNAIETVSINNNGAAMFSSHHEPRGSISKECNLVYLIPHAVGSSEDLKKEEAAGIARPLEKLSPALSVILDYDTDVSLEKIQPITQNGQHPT
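Inducible HEK293 T-REx D1 cells, force-coupled to calcium signalling, were plated at 4000 cells/well with tetracycline and held overnight at 30 C. After no-wash calcium dye loading, compound-evoked calcium rise over 180 s flagged agonists.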
D1 potentiator: enhances dopamine response at the human D1 receptor; P21728; HEK293 TREx D1 cells, calcium flux, dopamine EC20 potentiation; potentiation, % at 10 µM; actives 0.036% (n = 360,000); in the data active = potentiation above about 30%; note: 0% is about no effect
Vif-APOBEC3F blk: blocks the Vif interaction with APOBEC3F. Potency, µM (doses to about 46.1 µM), for inactives: at the highest dose activity, negative = active. actives 0.2% (n = 390,000). AID 602313. HeLa A3F-eYFP + Vif (tagged APOBEC3F with the HIV-1 protein that degrades it), YFP fluorescence increase; note: potency is the fitted concentration of half-maximal effect; % of control where 0% means no effect; nearly all actives have a fitted effect of over 65% in size
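HeLa cells stably expressing A3F-eYFP plus Vif, plated and incubated overnight at 37 deg C, then exposed to compounds overnight at 37 deg C. Blocked degradation read as raised yellow fluorescence (Ex 488/Em 500-530).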
D2 PAM: positive allosteric modulators of human D2 dopamine receptor; P14416; actives 0.34% (n = 340,000); potentiation, % at 10 µM; HEK293 T-REx D2, calcium flux, EC20 dopamine potentiation;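 active = potentiation over 3 SD above the plate norm, cut at about 30% in these data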; note: 0% is about no effect
Target sequence (P14416 whole entry, looked up): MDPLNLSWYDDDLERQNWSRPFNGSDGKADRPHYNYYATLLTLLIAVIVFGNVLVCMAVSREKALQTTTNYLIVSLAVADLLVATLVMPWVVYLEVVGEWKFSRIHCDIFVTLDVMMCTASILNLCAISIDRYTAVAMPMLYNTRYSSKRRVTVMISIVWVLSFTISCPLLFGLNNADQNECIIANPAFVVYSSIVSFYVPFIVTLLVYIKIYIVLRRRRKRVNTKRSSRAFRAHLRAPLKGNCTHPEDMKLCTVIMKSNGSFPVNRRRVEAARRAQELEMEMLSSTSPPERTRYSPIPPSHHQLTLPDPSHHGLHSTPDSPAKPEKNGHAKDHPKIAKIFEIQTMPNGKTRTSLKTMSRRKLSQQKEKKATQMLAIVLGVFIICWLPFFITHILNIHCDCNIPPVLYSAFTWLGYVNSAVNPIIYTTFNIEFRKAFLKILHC
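Tetracycline-induced HEK293 T-REx cells force-coupled to calcium signalling expressed D2; compounds were pin-added after a 10 s baseline, read kinetically 180 s, then an EC20 dopamine challenge followed with a further 180 s calcium read.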
D1 antagonist: blocks dopamine activation of the human D1 receptor | P21728 | HEK293 TREx D1 cells, calcium flux, dopamine EC80; hits give low values | activity change, negative = inhibition, % at 10 µM | actives 3.2% (n = 360,000); in the data active = activity change below about -30%; note: % is set by controls: 0 for no effect and ±100 for the full control effect
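Tetracycline-induced HEK293 Trex D1 cells, force-coupled to calcium, dye-loaded; compounds added and read 180 s, then EC80 dopamine added and calcium flux tracked kinetically another 180 s.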
Vif-APOBEC3G blk: blocks the Vif interaction with human APOBEC3G; HeLa A3G-eYFP + Vif (tagged APOBEC3G with the HIV-1 protein that degrades it), YFP fluorescence, overnight; Potency, µM (top dose mostly 46.1 µM), for the others: top-dose activity, negative = active, usual class: inhibitors; actives 0.076% (n = 410,000); AID 602310;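 note: potency is the fitted concentration of half-maximal effect; % is set by controls: 0 for no effect and ±100 for the full control effect; nearly all actives have a fitted effect of over 60% in size; hits raise eYFP signal because A3G escapes Vif-driven loss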
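Read-out is eYFP fluorescence (Ex 488/Em 500-530) from Vif-expressing HeLa A3G-eYFP cells; more signal means A3G escaped Vif-mediated degradation. Cells plated overnight, compound pinned in, incubated overnight at 37 deg C.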
* hit, by the source's call; ? = inconclusive; · = not tested or not shown; & = joins results of further samples. Unless noted, calls come from the whole dose curve; as a rule, active = well fitted curve in the direction sought with a large enough effect; inconclusive = small, poorly fitted or top-dose-only effect, or another doubt; inactive = no such curve, though single readings can be large; an effect the other way counts as inactive or inconclusive.

SMILES	RXFP1 ag	LDHA block	Glioma ERSR ind	D1 agonist	D1 potentiator	Vif-APOBEC3F blk	D2 PAM	D1 antagonist	Vif-APOBEC3G blk
Cc1cc(C(=O)OCC(=O)N2c3ccccc3NC(=O)C2(C)C)c(C)n1-c1ccccc1	-1.2%	-3	-4%	5	-6	-4%	9	-7	-2%
O=C(CNc1cccc2ccccc12)N/N=C/C=C/c1ccco1	1.1%	9	-2%	12	-4	2%	-2	-11	-1%
C#CCOc1ccc(/C=C2/C(=O)NN(c3ccccc3)C2=O)cc1OC	-0.7%	-2	-2%	3	1	-6%	15	7	-3%
O=C(O)c1cc(NS(=O)(=O)c2cccs2)cc(NS(=O)(=O)c2cccs2)c1	0.0%	-4	-4%	4	·	5%	7	14	0%
O=C1OCCN1C(=O)[C@H]1[C@H](c2ccc(F)cc2)C(c2cccc(Cl)c2)=NN1c1ccc(Br)cc1	·	-2	1%&-1%	·	·	-3%	·	·	-8%
COc1ccc(C2C(C#N)=C(N)Oc3c2sc2nc(C)cc(C)c32)cc1 (stereo not given)	1.1%	-4	7%	-2	-1	?	15	·	-7%
Cc1cccc(N(C(=O)c2ccc(CN3CCOCC3)o2)C(C(=O)NC(C)(C)C)c2ccc(F)cc2)c1 (stereo not given)	0.7%	-6	-9%	2	2	-10%	-3	6	-6%
COc1cc(CC(NC(C)=O)C(=O)NC2CCN(C(=O)C3CC3)CC2)cc(OC)c1 (stereo not given)	1.9%	-11	-3%	4	-1	-1%	7	6	6%
O=C(Nc1ncccn1)c1cc(-c2cccc(Br)c2)nc2ccccc12	-0.4%	-4	4%	2	-6	7%	-2	0	-16%
Cc1oc2nc(SCC(=O)NCc3cccnc3)nc(N)c2c1C	3.9%	-4	-4%	-1	-1	5%	16	-7	0%
Cc1ccc(N(CC(=O)NCCc2ccc(F)cc2)S(=O)(=O)c2ccc(Cl)c([N+](=O)[O-])c2)c(C)c1	0.9%	3	-6%	1	-4	-4%	10	-20	-25%
Cc1nn(CCCC(=O)NC(C)c2ccccc2)c(=O)c2nn(-c3ccccc3)c(C)c12 (stereo not given)	3.1%	-8	-5%	0	-4	-2%	-8	10	-2%
CCCC(=O)Oc1c(S(=O)(=O)c2ccc(C)cc2)c(C)nn1C(C)(C)C	1.1%	1	-6%	1	10	1%	2	28	-9%
CC1Cc2ccccc2N1C(=O)c1ccc2c(c1)nnn2C (stereo not given)	1.9%	-4	-5%	-1	1	4%	2	-11	1%
COc1ccc(OC)c(C2CC(=O)C(C)C(c3cc(OC)ccc3OC)N2)c1 (stereo not given)	2.9%	-2	1%	1	-6	-8%	0	8	0%
CCc1nnc(N/N=C/c2ccccc2F)n1N	-1.8%	40	-13%	3	0	7%	·	12	-14%
CCOCCCNC(=S)N1CCC(NC(=O)C2CCCCC2)CC1	-0.6%	-6	-5%	3	-5	3%	-4	1	1%
COc1ccc(NC(=O)Cn2nnc(-c3ccc(CN4CCOCC4)cc3)n2)c(OC)c1	1.3%	-6	-6%	1	5	7%	-3	2	-1%
O=C(Cc1ccccc1)NNC(=O)c1ccc(NC(=O)c2ccccc2)cc1	2.1%	-16	-4%	4	4	10%	-5	-11	9%
CCOc1ccccc1OCC(=O)OCC(=O)c1c(C)[nH]c2ccccc12	0.1%	-9	-1%	3	-5	3%	-2	-2	1%
CN(C(=O)c1cccc(NC(=O)Cc2ccc(NC(=O)C3CCN(C(=O)C4CCCC4)CC3)cc2)c1)C1CCCC1	·	-6	4%	·	·	0%	·	·	-5%
O=C(CC1N=C2c3ccccc3N=C(SCC(=O)Nc3ccc(F)cc3)N2C1=O)NCc1ccco1 (stereo not given)	6.9%	-3	-2%	-1	-2	0%	-7	3	2%
COc1ccc(NC(=O)CSCC(=O)Nc2nnc(C)s2)cc1	0.0%	-1	-3%	3	-11	1%	5	0	-4%
O=C(O)CC1S/C(=N/N=C/C2CC=CCC2)NC1=O (stereo not given)	-2.3%	-2	-3%	2	-6	0%	6	-35*	1%
Cc1nc(NCC(c2ccccc2)N(C)C)c2c(C)c(C)sc2n1 (stereo not given)	-0.1%	-6	1%	0	-6	-20%	-15	-1	1%

Ordered by formula weight (high to low): part of the list above
SMILES	RXFP1 ag	LDHA block	Glioma ERSR ind	D1 agonist	D1 potentiator	Vif-APOBEC3F blk	D2 PAM	D1 antagonist	Vif-APOBEC3G blk
CN(C(=O)c1cccc(NC(=O)Cc2ccc(NC(=O)C3CCN(C(=O)C4CCCC4)CC3)cc2)c1)C1CCCC1	·	-6	4%	·	·	0%	·	·	-5%
O=C(O)c1cc(NS(=O)(=O)c2cccs2)cc(NS(=O)(=O)c2cccs2)c1	0.0%	-4	-4%	4	·	5%	7	14	0%
COc1ccc(NC(=O)Cn2nnc(-c3ccc(CN4CCOCC4)cc3)n2)c(OC)c1	1.3%	-6	-6%	1	5	7%	-3	2	-1%
O=C(O)CC1S/C(=N/N=C/C2CC=CCC2)NC1=O (stereo not given)	-2.3%	-2	-3%	2	-6	0%	6	-35*	1%

The list continues.
SMILES	RXFP1 ag	LDHA block	Glioma ERSR ind	D1 agonist	D1 potentiator	Vif-APOBEC3F blk	D2 PAM	D1 antagonist	Vif-APOBEC3G blk
CCC(Sc1nc2c(sc3ccccc32)c(=O)n1CCCC(=O)NC1CCCC1)C(=O)Nc1cccc(OC)c1 (stereo not given)	26%	-2	-4%	4	0	0%	-11	7	4%
CCCN1CCC(=O)N(CCSc2ccc(NC(C)=O)cc2)CC1	0.9%	1	-4%&-5%	5	-4	-4%	-16	-7	2%&2%
COc1ccc(C(=O)Nc2cc3c(cc2N2CCCC2)n(C)c(=O)c(=O)n3C)cc1OC	22%	4	-2%	-1	3	-9%	1	8	1%
Cc1cc(NC(=O)CSc2nc3c([nH]c4ccccc43)c(=O)n2-c2cccc(Cl)c2)no1	6.5%	-2	4%	1	-4	0%	-2	-6	0%
CC1=C(C#N)C(Nc2ccc(C)cn2)(C(F)(F)F)C(=O)N1 (stereo not given)	1.1%	0	-3%	4	-4	-1%	0	-10	0%
Cc1ccc(S(=O)(=O)N2CCN(C(=O)CN3CCCSc4ccccc43)CC2)cc1	0.7%	-6	-4%	-1	2	6%	9	-14	-2%
Clc1ccc(OCCSc2nnnn2C2CCCCC2)cc1	0.2%	-2	1%	-4	8	0%	-7	2	-5%
C=Cn1c(C(=O)O)ccc1-c1ccc(OC)cc1	1.1%	2	-1%	1	-6	8%	18	4	1%
CCOc1ccc(-n2c(SCc3ccc([N+](=O)[O-])cc3)nnc2-c2ccc(OC)cc2)cc1	-0.4%	-6	-4%	5	-4	-15%	-10	5	0%
Cc1ccccc1OCCCCCn1ccnc1	0.6%	-12	0%	14	-5	5%	-8	10	1%
O=C(COC(=O)C1CCN(S(=O)(=O)c2cc([N+](=O)[O-])ccc2Cl)CC1)Nc1ncc(Cl)cc1Cl	1.6%	13	2%	0	2	2%	-7	-34*	-1%
O=C(Nc1ccc2c(c1)OCCO2)C(c1ccc(F)cc1)N1CCCCC1 (stereo not given)	-0.4%	-8	4%	3	4	1%	-10	1	-7%
CC(C)(C)c1nnc2sc(SCC(=O)N3CCCc4ccccc43)nn2c1=O	1.4%	-4	0%	-1	3	-1%	-5	-3	-17%
CN(C(=O)c1cccc(NC(=O)Cc2cccc(NC(=O)C3CCN(C(=O)C4CCCCC4)CC3)c2)c1)C1CCC1	·	-12	-2%	·	·	4%	·	·	2%
CN1CCc2c(C#N)c(N3CCCCC3)nc(NCc3ccccc3)c2C1	1.9%	20	-1%	3	-3	-14%	-7	-8	-7%
O=C(NCCC1=CCCCC1)c1cc(-c2ccccn2)nc2ccccc12	13%	-5	1%	5	0	6%	-2	-11	0%
Cc1ccc(S(=O)(=O)c2nc(-c3cccs3)oc2N2CCC(C(N)=O)CC2)cc1	·	-7	1%	·	·	-2%	·	·	-3%
CCN1CCN(c2ccc(S(=O)(=O)N3CCCCC3)cc2NC(=O)c2cccc(C(F)(F)F)c2)CC1	-1.7%	-12	-5%	7	1	-2%	2	3	2%
O=C(COC(=O)c1ccco1)Nc1ccc(Cl)cn1	·	-5	0%	·	·	3%	·	·	0%
C[C@]12c3[nH]c4cc(-c5ccco5)ccc4c3CCN1C(=O)[C@@H](CC(=O)NCCc1ccccn1)C[C@@H]2C(=O)N1CCOCC1	·	-12	-2%	·	·	3%	·	·	-16%
CSc1ccccc1NC(=O)N1CCC(CO)(CC2CCCCO2)CC1 (stereo not given)	-0.4%	-4	-1%	2	-3	0%	8	17	0%
Cc1cc(=O)n2[nH]cc(C(=O)O)c2n1	0.8%	7	3%	0	-2	-2%	5	-5	0%
CCOc1cc(/C=N/NC(=O)c2cc(-c3cccc(OC)c3)nc3ccccc23)ccc1O	·	-13	-3%	·	·	-2%	·	·	-13%
CC(C)C1CC(=O)NC(SCC(=O)Nc2ccc(Br)cc2)=C1C#N (stereo not given)	0.7%	-5	9%	0	-2	-21%	5	-4	-7%
CC(C)(C)OC(=O)N1CCC(C(=O)Nc2cccc(C(=O)NCc3ccccc3)c2)CC1	·	2	2%	·	·	-1%	·	·	-4%
More compounds.
SMILES	RXFP1 ag	LDHA block	Glioma ERSR ind	D1 agonist	D1 potentiator	Vif-APOBEC3F blk	D2 PAM	D1 antagonist	Vif-APOBEC3G blk
Cc1n[nH]c(=O)n1-c1ccc(C(C)C)cc1	-1.1%	-4	-4%	2	-3	-3%	-2	4	1%
Cc1ccc2cc(CCNC(=O)c3cccs3)c(=O)[nH]c2c1C	0.3%	-10	5%	-3	-4	-4%	3	-31*	2%
CCO/C=N/c1c(C#N)c(CC#N)nn1-c1ccccc1	-0.1%	6	0%	3	-6	-6%	-16	-33*	-16%
Cc1ccc(-c2nsc(NC(=O)c3oc4cc(C)c(Cl)cc4c3C)n2)cc1	-2.2%	10	2%	1	0	3%	·	-3	2%
CN(C(=O)CCc1nc(-c2ccccc2F)no1)c1ccccc1	3.8%	-6	6%	3	0	3%	-10	5	-1%
CCCCc1c(C)nc2c(OC)cccc2c1SCCC(=O)O	6.8%	-7	-1%	1	1	10%	7	1	-6%
CC1(C)NC(=O)N(CC(O)COc2ccc(N3C(=O)c4ccccc4C3=O)cc2)C1=O (stereo not given)	0.2%	-2	-1%	0	-2	7%	0	-12	0%
COc1ccc(CN2CCCCCC2)cc1OC	·	-10	0%	·	·	14%	·	·	-1%

Assay outcomes: PubChem, National Center for Advancing Translational Sciences (NCATS)

These rows are one share of the data. The share of hits here may be higher or lower than overall.
